Screening results from PubChem BioAssay.
esBAF inh = blocks esBAF chromatin remodeling in mouse ES cells. Bmi1-luciferase knock-in reporter, 24 h; 100% = twice the neutral-well signal. reporter increase, % at 12.5 µM. actives 2% (n = 350,000). AID 602393; in the data active = activation above about 40%;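 also: 0% = median of the plate's neutral control wells and 100% = double that signal; a rise in the Bmi1 reporter signal indicates esBAF inhibition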
ERAP1 inh = inhibitors of human ERAP1 aminopeptidase | Q9NZ08 | recombinant ERAP1, Leu-AMC fluorescence, 60 min | inhibition, % at 10.7 µM | actives 0.15% (n = 340,000) | AID 652197;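 active = mean replicate inhibition of at least 30%, or all replicates individually reaching that 30% level; inactive = mean below 30% and not every replicate reaching it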;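 also: 0% = neutral control wells and 100% = L-leucinethiol positive control wells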
Xi reactivation = X-chromosome reactivation activator; XiGFP mouse fibroblasts, % GFP-positive cells imaging, 3 d; cells co-treated with 5-aza-dC sensitizer; scaled so ellipticine positive control = 100%; activation, % at 7.58 µM; actives 0.055% (n = 360,000);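 active = mean normalized replicate activation at least 10% and every replicate at or above 10%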;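 also: 0% = median of on-plate neutral control wells and 100% = ellipticine 6 µM median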
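System: SV40-immortalized XiGFP fibroblast cells, line 68-5-11 / Incubation: 3-day compound exposure, then 15 min fixation at room temperature / Compound: single concentration per compound, delivered by pin transfer / Buffer or medium: DMEM plus 5-aza-dC sensitizer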
S100A4 inh HTS = S100A4-myosin IIA interaction inhibition; inhibition, % at 10.7 µM; AID 652163; S100A4/TAMRA-MyoIIA peptide fluorescence polarization; actives 0.14% (n = 360,000); P26447;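 active = mean inhibition of at least 70% across replicates, with every replicate also reaching that level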
Target sequence (P26447 whole entry, looked up): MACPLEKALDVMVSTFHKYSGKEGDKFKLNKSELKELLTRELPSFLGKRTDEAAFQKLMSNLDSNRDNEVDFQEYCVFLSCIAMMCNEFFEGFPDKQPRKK
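Material: S100A4 monomer protein | Medium: HEPES pH 7.2 with CaCl2, KCl, NaCl, DTT, Triton | Reagent: Labelled myosin peptide probe, 5 nM | Doses: One dose per compound | Times: 5 min incubation before reading | Benchmarks: Neutral control DMSO, positive control TFP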
RAD54 inh = inhibitors of human RAD54 branch migration; Q92698; RAD54 Holliday junction branch migration, FAM/BHQ fluorescence; inhibition, % at 10.4 µM; actives 0.14% (n = 360,000); AID 602329;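 active = mean normalized replicate activity at least 40 and at least half of replicates scoring 40 or more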;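 also: 0% = median of neutral control wells and 100% = median of positive control wells; inhibitors cause a drop in the FAM fluorescence signal; in these data hits start at about 50%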
Target sequence (Q92698 whole entry, looked up): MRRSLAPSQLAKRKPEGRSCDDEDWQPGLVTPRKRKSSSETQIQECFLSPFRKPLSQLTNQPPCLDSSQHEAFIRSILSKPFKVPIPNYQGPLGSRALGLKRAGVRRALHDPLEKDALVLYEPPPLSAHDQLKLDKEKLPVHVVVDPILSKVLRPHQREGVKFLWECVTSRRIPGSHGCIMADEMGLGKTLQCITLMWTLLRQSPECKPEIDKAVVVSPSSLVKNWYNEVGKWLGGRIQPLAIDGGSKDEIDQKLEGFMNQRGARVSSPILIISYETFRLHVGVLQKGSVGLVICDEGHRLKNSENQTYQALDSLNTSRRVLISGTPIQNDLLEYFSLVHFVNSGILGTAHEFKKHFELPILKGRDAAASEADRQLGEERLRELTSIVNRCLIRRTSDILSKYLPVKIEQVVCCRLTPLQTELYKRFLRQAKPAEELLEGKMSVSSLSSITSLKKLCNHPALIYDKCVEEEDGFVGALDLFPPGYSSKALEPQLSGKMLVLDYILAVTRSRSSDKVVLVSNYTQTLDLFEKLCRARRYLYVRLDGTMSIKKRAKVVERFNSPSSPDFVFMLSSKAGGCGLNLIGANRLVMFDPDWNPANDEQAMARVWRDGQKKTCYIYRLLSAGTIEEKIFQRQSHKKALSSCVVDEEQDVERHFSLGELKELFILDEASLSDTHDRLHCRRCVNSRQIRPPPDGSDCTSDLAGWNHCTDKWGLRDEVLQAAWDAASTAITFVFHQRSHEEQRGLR
RAD52 anneal inh = inhibitors of human RAD52 DNA annealing. P43351. recombinant RAD52 DNA annealing, FRET fluorescence. inhibition, % at 18.7 µM. actives 0.46% (n = 360,000);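 active = every replicate showing at least 50% inhibition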
E-selectin induc = E-selectin induction on HUVECs | HUVEC E-selectin immunofluorescence imaging; normalized: neutral wells 0, TNF-alpha wells 100 | activation, % at 7.58 µM | actives 0.37% (n = 260,000) | AID 686992;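 active = mean E-selectin-positive cell signal at least 10% of the positive control, reached in at least 60% of replicates, without over 20% cell loss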;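 also: in these data hits start at about 27%; measured in HUVEC primary endothelial cells; signal is the percent of cells scored E-selectin positive by PE staining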
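Test system – human umbilical vein endothelial cells (HUVEC), E-selectin induction · Input – 3,000 HUVEC seeded per well · Buffer or medium – EGM-2, gelatin · Compound dosing – single-point compound dose · Detection – immunofluorescence imaging · Measure – percent E-selectin-positive cells · Controls – TNF-alpha high, DMSO low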
ERp5 inh = blocks human ERp5 reductase activity on insulin. Q15084. ERp5 insulin aggregation, absorbance 650 nm, 90 min. inhibition, % at 9.99 µM. actives 0.05% (n = 350,000);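 active = mean replicate inhibition above about 25%, with every replicate also reaching it, limit read from the data, passing the limit was not always enough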
Active calls of the source: *; . = no result given.

SMILES	esBAF inh	ERAP1 inh	Xi reactivation	S100A4 inh HTS	RAD54 inh	RAD52 anneal inh	E-selectin induc	ERp5 inh
COc1ccc(-c2cc(=O)c3cccc(CC(=O)O)c3o2)cc1	.	12	0.4	0	.	-1	0.4	0
COC(=O)Cc1ccc(NC(=S)NCCSc2ccc(C)cc2)cc1	.	2	0.4	2	.	-2	.	2
Cc1cc(N/N=C2\CC(C)CC(C)(C)C2)nc2ccccc12 (configuration not stated)	23	-1	0.3	-1	.	-8	1.4	6
COc1ccc(S(=O)(=O)N(C)C[C@@H]2Oc3ccc(NC(=O)CCCCCC(=O)Nc4ccccc4N)cc3CC(=O)N([C@H](C)CO)C[C@H]2C)cc1	-3	2	-0.5	6	-7	-11	-0.3	-6
COc1cccc(NC(=S)N2CCc3cc(OC)c(OC)cc3C2)c1	.	.	0.2	-2	.	-8	.	2
O=C(COC(=O)c1c[nH]c2ccccc12)NCc1ccccc1	-6	-1	0.0	1	-4	-18	-0.3	-1
Cc1cccc(CN2CCN(C(C)C(=O)NC(C)c3ccccc3)CC2)c1 (configuration not stated)	-4	0	0.1	5	-6	-13	-0.3	1
O=C(NN=CC=Cc1ccccc1)C(O)C(O)C(=O)NN=CC=Cc1ccccc1 (configuration not stated)	-3	-5	0.1	7	.	-9	1.4	2
C=CCn1c(SCC(=O)Nc2c(C)n(C)n(-c3ccccc3)c2=O)nc2ccccc2c1=O	0	1	0.7	-4	-2	-3	.	0
O=C(NCCc1ccccc1)C(c1ccccc1)N(C(=O)c1csnn1)C1CC1 (configuration not stated)	.	-3	0.0	-2	.	1	0.6	-4
O=C(C[C@H]1CC[C@H]2[C@@H](COC[C@@H](O)CN2C(=O)Nc2cccc(Cl)c2)O1)N1CCCCC1	11	-25	-0.1	3	-1	-6	0.0	-5
CC1CCCCC1NC(=O)Cn1c(=O)oc2cc(S(=O)(=O)N3CCCC3)ccc21 (configuration not stated)	9	3	0.0	-1	6	-2	-1.7	-4
CO[C@@H]1CN(C)C(=O)c2cc(NC(=O)C3CCCCC3)ccc2OC[C@H](C)N(Cc2cccnc2)C[C@@H]1C	7	.	0.2	1	5	6	-0.1	-2
CN=C(C[N+](=O)[O-])NCCSCc1ccc(CN(C)C)o1	1	-2	0.1	2	-18	57*	0.3	2
C/C=C/c1cnc2c(c1)C(=O)N([C@H](C)CO)C[C@@H](C)[C@H](CN(C)S(=O)(=O)c1ccccc1)O2	1	0	-1.0	8	5	8	0.4	0
COc1ccc(/C=N/n2c(-c3n[nH]c4c3CCC4)n[nH]c2=S)c(OC)c1OC	.	1	0.0	-3	.	-10	-0.1	4
COC(=O)[C@@]1(Cc2ccccc2)[C@H]2C(=O)N(C)C(=O)[C@H]2[C@H]2CN=C(SCc3ccc(Cl)cc3)N21	6	3	0.1	-1	14	-2	-0.6	3
Cc1cc(Br)ccc1NC(=S)N1CCOCC1	.	.	0.1	2	1	-4	0.2	2
CCN1/C(=C/C(=S)Nc2ccccc2)Sc2ccccc21	20	.	0.0	-8	.	-24	.	0
COc1ccc(Br)c(Cn2c(C)c(C(=O)NCc3ccc4c(c3)OCCO4)sc2=O)c1	1	.	0.0	-4	-8	-22	.	-2
NC(N)=Nc1nc2cc([N+](=O)[O-])ccc2o1	.	2	0.0	1	.	6	.	4
CN(C)S(=O)(=O)c1cc(NC(=O)CN2CCc3ccccc32)ccc1Cl	.	6	0.0	-1	.	-36	.	3
COc1ccc2c3c(n(C)c2c1)[C@@H](CO)N(C(=O)c1cnccn1)CC31CN(C(C)=O)C1	.	3	0.0	-14	.	-5	-0.4	-3
COc1ccc2c3c([nH]c2c1)[C@@H](CO)N(C(=O)c1ccncc1)CC31CCN(C(=O)CC2CC2)CC1	.	4	0.2	9	.	2	0.5	1
Cc1cccc(C)c1NC(=O)C(=O)NCCCN1CCOCC1	.	0	0.4	-5	.	1	.	4
O=C(c1ccccn1)N1C[C@H]2[C@@H](c3ccccc31)[C@H](CO)N2C(=O)Nc1ccccc1	-4	-2	0.1	5	12	-9	0.8	2
CN1[C@@H]2c3ccc(C4=CCCCC4)c(=O)n3C[C@H]1[C@H](CO)[C@H]2C(=O)NCc1cccc(F)c1	3	-7	0.3	-11	-18	3	-0.2	-2
COc1ccc(CN2C[C@@H](O)COC[C@H]3O[C@H](CC(=O)NCCN4CCCC4)CC[C@@H]32)cc1	-5	-3	0.2	-8	3	-20	0.0	-3
O=C1C2CCCN2C(=S)N1Cc1ccccc1 (configuration not stated)	-5	2	0.3	-2	0	-5	0.0	3
O=C(O)C(=O)Nc1ccc(NC(=O)C(c2ccccc2)c2ccccc2)cc1	-5	0	0.1	-6	-15	-13	0.0	-6

Arranged by molecular weight (lowest first): part of the list above
SMILES	esBAF inh	ERAP1 inh	Xi reactivation	S100A4 inh HTS	RAD54 inh	RAD52 anneal inh	E-selectin induc	ERp5 inh
NC(N)=Nc1nc2cc([N+](=O)[O-])ccc2o1	.	2	0.0	1	.	6	.	4
Cc1cc(Br)ccc1NC(=S)N1CCOCC1	.	.	0.1	2	1	-4	0.2	2
COc1ccc2c3c(n(C)c2c1)[C@@H](CO)N(C(=O)c1cnccn1)CC31CN(C(C)=O)C1	.	3	0.0	-14	.	-5	-0.4	-3
COc1ccc2c3c([nH]c2c1)[C@@H](CO)N(C(=O)c1ccncc1)CC31CCN(C(=O)CC2CC2)CC1	.	4	0.2	9	.	2	0.5	1
COC(=O)[C@@]1(Cc2ccccc2)[C@H]2C(=O)N(C)C(=O)[C@H]2[C@H]2CN=C(SCc3ccc(Cl)cc3)N21	6	3	0.1	-1	14	-2	-0.6	3
COc1ccc(Br)c(Cn2c(C)c(C(=O)NCc3ccc4c(c3)OCCO4)sc2=O)c1	1	.	0.0	-4	-8	-22	.	-2

Further records
SMILES	esBAF inh	ERAP1 inh	Xi reactivation	S100A4 inh HTS	RAD54 inh	RAD52 anneal inh	E-selectin induc	ERp5 inh
O=C(Nc1ccccc1Br)c1cc[n+]([O-])cc1	-5	2	0.0	-3	.	-4	2.8	-1
COC(=O)c1ccc(C2/C(=C(/O)c3ccc4c(c3)CC(C)O4)C(=O)C(=O)N2Cc2ccncc2)cc1 (configuration not stated)	1	1	0.1	0	-8	-20	.	3
C[C@@H]1CN([C@@H](C)CO)C(=O)c2cc(-c3ccccc3)cnc2O[C@H]1CN(C)Cc1ccc(C(=O)O)cc1	-1	3	-1.0	-5	6	13	0.7	0
CO[C@H]1CN(C)C(=O)c2cc(NC(=O)C3CCCC3)ccc2OC[C@@H](C)N(C)C[C@@H]1C	1	1	0.1	9	8	2	0.1	1
O=C1N=C(N2CCN(c3ccccc3)CC2)S/C1=C/c1ccco1	1	2	0.1	-7	3	-11	.	.
CNC[C@@H]1Oc2cc(-c3ccc(C)cc3)ccc2S(=O)(=O)N([C@@H](C)CO)C[C@H]1C	7	3	0.2	-39	0	-93	0.3	-1
Cc1ccc(-c2cc(Cc3cccs3)c(=O)[nH]n2)cc1	.	1	0.1	0	-18	-10	12	2
Cc1cccc(NC(=O)c2ccc(S(=O)(=O)N3CCCCCC3)cc2)n1	.	3	0.1	-2	.	4	0.3	-1
CC(C)COc1cccc(-c2cc(C(=O)N/N=C/c3ccncc3)c3ccccc3n2)c1	33	-6	0.3	-11	11	-20	-0.8	0
COc1ccccc1S(=O)(=O)N[C@@H]1CC[C@@H](CCNC(=O)C2CC2)O[C@@H]1CO	-1	0	0.6	13	2	0	0.1	-3
Cc1onc(-c2c(Cl)cccc2Cl)c1C(=O)N(C)Cc1ccccc1	2	-2	0.0	-3	-4	-2	.	3
FC(F)Oc1ccc(NC(=S)Nc2ccc3cn[nH]c3c2)cc1	.	-1	-0.1	-2	13	-9	-0.1	-2
O=C(C[C@@H]1C[C@@H]2c3cc(NC(=O)Nc4ccccc4F)ccc3O[C@@H]2[C@H](CO)O1)NCC1CC1	0	6	0.0	13	-5	-10	-0.1	-1
O=C1c2ccccc2C(=O)N1CCCn1ccnc1	12	-1	0.1	2	8	-4	0.9	3
CC(=O)N1[C@@H]2c3cccc(=O)n3C[C@@H]2[C@@H](CO)[C@@H]1C(=O)NC1CCCCC1	1	1	0.4	8	0	3	-0.4	-1

4 entries picked at random from the list so far, as already listed:
SMILES	esBAF inh	ERAP1 inh	Xi reactivation	S100A4 inh HTS	RAD54 inh	RAD52 anneal inh	E-selectin induc	ERp5 inh
COc1ccc(S(=O)(=O)N(C)C[C@@H]2Oc3ccc(NC(=O)CCCCCC(=O)Nc4ccccc4N)cc3CC(=O)N([C@H](C)CO)C[C@H]2C)cc1	-3	2	-0.5	6	-7	-11	-0.3	-6
NC(N)=Nc1nc2cc([N+](=O)[O-])ccc2o1	.	2	0.0	1	.	6	.	4
Cc1onc(-c2c(Cl)cccc2Cl)c1C(=O)N(C)Cc1ccccc1	2	-2	0.0	-3	-4	-2	.	3
Cc1cccc(CN2CCN(C(C)C(=O)NC(C)c3ccccc3)CC2)c1 (configuration not stated)	-4	0	0.1	5	-6	-13	-0.3	1

More structures:
SMILES	esBAF inh	ERAP1 inh	Xi reactivation	S100A4 inh HTS	RAD54 inh	RAD52 anneal inh	E-selectin induc	ERp5 inh
Cc1ccc(S(=O)(=O)N[C@H]2CC[C@H](CCNC(=O)c3ccc4c(c3)OCO4)O[C@H]2CO)cc1	-2	-4	-0.1	1	-2	-12	-0.9	-1
COc1cccc(NC(=O)COC(=O)/C=C/c2ccc(Cl)cc2Cl)c1	.	0	0.0	-5	.	1	-2.6	2
OC[C@@H]1CN(Cc2ccc(F)cc2)C[C@H](n2cnc3c(NCc4ccncc4)ncnc32)O1	-4	-6	0.0	2	3	-21	0.4	-13
O=C(/C=C/c1ccccc1)Nc1cccc(C(=O)NCCc2ccccc2)c1	62*	.	0.0	0	7	-5	-0.6	0
CCn1nc(C)cc1C(=O)Sc1ccc(C)cc1	-5	-3	0.2	-1	.	4	.	7
CCCCCCCNC1=CC(=O)CC(c2ccccc2)C1 (configuration not stated)	.	-10	0.2	-1	2	15	.	-1
Cn1c(CCNC(=O)c2cc(COc3ccc(F)c(F)c3)on2)nc2ccccc21	39	4	-0.1	11	-2	-13	1.8	9
COCCNC(=O)C[C@H]1CC[C@H]2[C@@H](COC[C@H](O)CN2S(=O)(=O)c2ccccc2C)O1	0	-6	0.1	2	6	29	0.2	3
O=S(=O)(c1ccccc1)N(Cc1ccccn1)Cc1ccccn1	-5	-1	0.2	4	-3	-8	-0.5	2
COc1ccc(N2CCN(C(=O)Cn3cnc4c(cnn4-c4ccccc4)c3=O)CC2)cc1	-1	-4	0.3	2	-9	-21	1.3	3
C[C@@H]1CN([C@H](C)CO)C(=O)c2cc(C3=CCCCC3)cnc2O[C@H]1CN(C)C(=O)Nc1ccccc1	7	-6	-0.2	2	-9	5	-0.2	2
O=C(NCc1cccnc1)c1ccc2sc([C@H]3C[C@H](O)[C@@H](CO)O3)nc2c1	-3	-1	0.0	-7	5	-9	-0.2	0
COc1ccc(C(=O)Nc2ccc(C3=NNC(=O)CC3C)cc2NC(=O)c2ccc(OC)cc2)cc1 (configuration not stated)	.	1	0.0	-4	.	-3	.	4
O=C(Nc1cccc2c1CCCC2)c1ccccc1Br	6	-1	0.0	5	6	-9	.	4
COc1cccc(C(C)(O)c2nc(-c3cc(F)cc(F)c3)cs2)c1 (configuration not stated)	-6	-1	0.0	0	-1	-5	1.1	3
